Menin MLL FP TR = qHTS Assay for Inhibitors Targeting the Menin-MLL Interaction in MLL Related Leukemias: Competition With Texas Red Labeled MLL-derived Mutant Peptide | O00255 | 270,000 tested, 0.23% active | Menin + Texas Red MLL mutant peptide, fluorescence polarization | Potency, µM (top dose mostly 61.6 µM), for inactives: top-dose FP activity change, negative = inhibition, most hits filed as inhibitors; active = well fitted inhibition curve with a large enough effect in the polarisation, with a control signal flat, not every such curve was filed as active; inconclusive = small, poorly fitted or top-dose-only effect, or effect the other way, or a change in a side signal; inactive = no such curve, though single readings can be large or run the other way; the % refers to the polarisation; note: potency is the fitted concentration of half-maximal effect; % of control where 0% means no effect; many of its hits are not listed in these tables
ELG1 repair inh = qHTS screen for small molecules that inhibit ELG1-dependent DNA repair in human embryonic kidney (HEK293T) cells expressing luciferase-tagged ELG1; Potency, µM (highest dose often 46.1 µM), without a hit: top-dose activity change, negative = inhibition, usual class: inhibitors; 330,000 tested, 2.3% active; HEK293T ELG1-luciferase reporter, luminescence, 16 h; DNA damage induced by 5-fluorouridine; note: potency is the fitted concentration of half-maximal effect; % is set by controls: 0 for no effect and ±100 for the full control effect; nearly all actives have a fitted effect of over 55% in size
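Quantitative HTS, concentration-response format. 2,000 cells/well co-treated with 5-fluorouridine and compound, 16 hr in 5% CO2 at 37 °C; ONE-Glo luminescence read after 30 min.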
NPC1 promoter act = qHTS Assay for NPC1 Promoter Activators; Huh7 NPC1 promoter luciferase reporter, 24 h; Potency, µM (highest dose often 9.22 µM), for the others: at the highest dose activation, usual class: activators; 320,000 tested, 2.4% active; AID 485313, 2010;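 note: potency is the fitted concentration of half-maximal effect; % of control where 0% means no effect; nearly all actives have a fitted effect of over 60% in size; reporter is driven by a mutant NPC1 promoter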
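NPC1 promoter–luciferase Huh7 cells; 24 h compound; luminescence.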
Gal4-VP16 FLuc = VP16 counterscreen qHTS for inhibitors of ROR gamma transcriptional activity. Drosophila S2 Gal4-VP16 UAS-luciferase, luminescence, 20 h. Potency, µM (doses to about 53.6 µM), for the others: top-dose activity, negative = inhibition, actives largely listed as inhibitors. 310,000 tested, 3.5% active. AID 2546, 2010;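 note: Gal4-VP16 expression switched on by copper sulfate through the metallothionein promoter; potency is the fitted concentration of half-maximal effect; % is set by controls: 0 for no effect and ±100 for the full control effect; nearly all actives have a fitted effect of over 50% in size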
RORgamma inh = qHTS for inhibitors of ROR gamma transcriptional activity; Nuclear receptor ROR-gamma (Mus musculus), P51450; Drosophila S2 Gal4-RORgamma UAS-luciferase reporter, 20 h; Potency, µM (top dose mostly 53.6 µM), for inactives: at the highest dose activity change, negative = inhibition, most hits filed as inhibitors; 310,000 tested, 5.4% active; note: potency is the fitted concentration of half-maximal effect; % is set by controls: 0 for no effect and ±100 for the full control effect; nearly all actives have a fitted effect of over 60% in size
Target sequence (P51450 whole entry, looked up, the tested form may be a part): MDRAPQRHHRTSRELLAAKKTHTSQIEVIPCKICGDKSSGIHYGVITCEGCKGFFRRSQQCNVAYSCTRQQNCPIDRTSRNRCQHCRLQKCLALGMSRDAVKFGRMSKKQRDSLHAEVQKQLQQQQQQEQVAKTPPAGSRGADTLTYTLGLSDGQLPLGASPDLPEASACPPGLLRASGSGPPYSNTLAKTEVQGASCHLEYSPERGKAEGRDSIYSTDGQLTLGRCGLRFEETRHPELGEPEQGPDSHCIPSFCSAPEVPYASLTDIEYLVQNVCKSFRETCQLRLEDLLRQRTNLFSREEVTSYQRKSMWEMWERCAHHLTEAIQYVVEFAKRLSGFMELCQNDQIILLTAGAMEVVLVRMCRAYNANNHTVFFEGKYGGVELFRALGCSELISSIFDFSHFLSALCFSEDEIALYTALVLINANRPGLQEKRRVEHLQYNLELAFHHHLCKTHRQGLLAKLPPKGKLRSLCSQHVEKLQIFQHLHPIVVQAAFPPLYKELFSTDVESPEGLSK
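Drosophila S2 cells stably expressing Gal4-DBD/mouse RORγ fusion under metallothionein promoter plus UAS-luciferase; compound 1 h, then 700 uM CuSO4 induction for 20 h at ambient temperature; inhibition read as reduced luminescence.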
MBNL1 CUG block = qHTS Assay for Inhibitors of MBNL1-poly(CUG) RNA binding | Muscleblind-like protein 1 (Homo sapiens), Q9NR56 | TR-FRET MBNL1-His/biotin-(CUG)12 binding, 665/545 ratio | Potency, µM (titrated, usually from 57.5 µM), inactives show at the highest dose activity change, negative = inhibition, most hits filed as inhibitors | 280,000 tested, 0.036% active | AID 2675, 2010; active = well fitted inhibition curve with a large enough effect in the signal ratio, with a control signal flat, not every such curve was filed as active; inconclusive = small, poorly fitted or top-dose-only effect, or effect the other way, or a change in a side signal; inactive = no such curve, though single readings can be large or run the other way; the % refers to the signal ratio; note: potency is the fitted concentration of half-maximal effect; % is set by controls: 0 for no effect and ±100 for the full control effect
Target sequence (Q9NR56 whole entry, looked up): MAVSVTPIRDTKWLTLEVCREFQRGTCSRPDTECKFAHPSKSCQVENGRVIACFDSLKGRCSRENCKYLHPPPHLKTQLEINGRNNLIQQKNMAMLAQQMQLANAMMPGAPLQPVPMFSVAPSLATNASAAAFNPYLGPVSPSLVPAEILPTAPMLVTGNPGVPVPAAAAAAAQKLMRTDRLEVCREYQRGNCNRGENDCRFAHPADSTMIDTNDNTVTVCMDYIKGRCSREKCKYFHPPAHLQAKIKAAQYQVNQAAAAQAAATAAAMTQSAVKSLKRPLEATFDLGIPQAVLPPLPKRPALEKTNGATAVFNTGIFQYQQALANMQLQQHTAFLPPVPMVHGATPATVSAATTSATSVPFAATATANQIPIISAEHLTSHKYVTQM
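TR-FRET readout: Ex 340 nm, 665/545 nm emission ratio, normalized to buffer-only (basal) and MBNL1-(CUG)12 controls. Complex of MBNL1-His with Biotin-(CUG)12, compounds 92 nM–58 uM, incubated 60 min at room temperature.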
Mito fusion act = qHTS Assay for Small Molecule Inhibitors of Mitochondrial Division or Activators of Mitochondrial Fusion. S. cerevisiae fusion-defective mutant growth rescue, CellTiterGlo 48 h. Potency, µM (titrated, usually from 46.1 µM), for the others: at the top dose growth rescue (activation), most hits filed as activators. 320,000 tested, 0.23% active;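 note: potency is the fitted concentration of half-maximal effect; % of control where 0% means no effect; nearly all actives have a fitted effect of over 45% in size; temperature-sensitive fusion mutants such as fzo1-1 at 37 °C on non-fermentable ethanol glycerol medium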
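Read-out: ATP-based luminescence (CellTiterGlo, 10 min ambient) reporting growth of fusion-defective ts yeast after 48 hours at 37C on glycerol/ethanol YPEG medium in the presence of compound.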
Rab9 prom act = qHTS Assay for Rab9 Promoter Activators; Potency, µM (doses to about 9.22 µM), inactives show at the top dose activation, negative = inhibition, actives largely listed as activators; Huh7 Rab9 promoter-luciferase reporter, luminescence, 24 h; AID 485297, 2010; 320,000 tested, 2.8% active; note: potency is the fitted concentration of half-maximal effect; % of control where 0% means no effect; nearly all actives have a fitted effect of over 60% in size
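Measured in stably transfected Huh7 cells bearing a Rab9 promoter–luciferase construct: 24 h compound treatment at 37 °C, followed by luminescence detection.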
KCNH2 3.1 block = qHTS for Inhibitors of KCHN2 3.1: Mutant qHTS; activity change, % (tested at about 1.8 µM); U2OS KCNH2 3.1, thallium flux FluxOr; hits give low values; 340,000 tested, 0.95% active;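 active = maximum activity change below -70%; inconclusive = maximum activity change from -70% to -50%; inactive = maximum activity change above -50%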;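 note: thallium influx rate constant from kinetic fluorescence after stimulation buffer; % is set by controls: 0 for no effect and ±100 for the full control effect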
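Kinetic fluorescence (2 min after stimulation buffer) measures Tl+ influx through KCNH2 3.1 expressed by viral transduction in U2OS cells; the rate constant is normalized against DMSO controls serving as positive and negative references.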
FLuc counter = qHTS profiling assay for firefly luciferase inhibitor/activator using purifed enzyme and Km concentrations of substrates (counterscreen for miR-21 project). purified FLuc, Km substrates, luminescence inhibition. Potency, µM (top dose mostly 57.5 µM), for inactives: top-dose activity change, negative = inhibition, most hits filed as inhibitors. 360,000 tested, 6.9% active;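 note: potency is the fitted concentration of half-maximal effect; plate controls were vehicle for no effect and reference inhibitor for full effect; nearly all actives have a fitted effect of over 55% in size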
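Purified P. pyralis luciferase, 10 nM final, with Km-level 10 uM D-luciferin and 10 uM ATP in 50 mM Tris acetate pH 7.5, 10 mM Mg acetate, 0.01% Tween-20, 0.05% BSA; 6-point qHTS titration about 60 µM downward; luminescence read.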
PKM2 activator = qHTS Assay for Activators of Human Muscle isoform 2 Pyruvate Kinase; purified PKM2, Kinase-Glo ATP luminescence, activation; response scale: 0% is enzyme alone, no compound; Potency, µM (titrated, usually from 57.5 µM), for inactives: at the top dose activation, hits mostly activators; 260,000 tested, 0.34% active; note: potency is the fitted concentration of half-maximal effect; % is set by controls: 0 for no effect and ±100 for the full control effect; nearly all actives have a fitted effect of over 55% in size
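Purified hPK-M2 (>95% pure) converted ADP (0.1 mM final) to ATP with 0.5 mM PEP in 50 mM imidazole pH7.2, KCl, MgCl2, Tween 20, BSA; 1 h at room temperature. ATP detected by Kinase-Glo luminescence.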
The depositor's hits bear a star; ? = inconclusive; . = no result given; & = joins results of further samples; [ ] = remark or other dose. Unless noted, calls come from the whole dose curve; as a rule, active = well fitted curve in the direction sought with a large enough effect; inconclusive = small, poorly fitted or top-dose-only effect, or another doubt; inactive = no such curve, though single readings can be large; an effect the other way counts as inactive or inconclusive.

SMILES	Menin MLL FP TR	ELG1 repair inh	NPC1 promoter act	Gal4-VP16 FLuc	RORgamma inh	MBNL1 CUG block	Mito fusion act	Rab9 prom act	KCNH2 3.1 block	FLuc counter	PKM2 activator
Cc1cc(OCc2cc(C(=O)N(C)Cc3nonc3C)no2)cc(C)c1Cl	44%[activator]	-1%	0%	-3%	-9%	-5%	5%	2%	-17	-3%	4%
O=c1cc(O)c2sc(Nc3ccc(Cl)c(F)c3)nc2[nH]1	.	?	-36%[inhibitor]	-4%	24%	3%	7%	-47%[inhibitor]	4	-15%	-9%
COc1ccccc1CCNC(=O)Cc1cccs1	.	-17%	0%	-11%	-1%	0%	1%	6%	2	-1%	4%
O=C(NCc1cccs1)C1CCN(S(=O)(=O)c2cccs2)CC1	9%	0%	-3%	1%	22%	-8%	0%	-4%	-33	-10%	16µM*
O=C(Nc1cccc(S(=O)(=O)N2CCCCC2)c1)c1ccccc1NS(=O)(=O)c1ccc(F)cc1	26%	?	-11%	?	?	-3%	-2%	-14%	-3	-1%	5%
CC(=O)C(C)Oc1cc(C)cc2oc(=O)c(C)c(C)c12 (stereo unspecified)	-3%	?	-2%	-3%	-27%	10%	1%	-2%	6	-1%	-4%
CCn1cc(CN2CCCC(CNC(=O)COc3ccccc3OC)C2)c(C)n1 (stereo unspecified)	-23%	27%	0%	5%	-10%	?	1%	-2%	8	-5%	.
COCCNC(=S)N1CCN(c2cccc(C(F)(F)F)c2)CC1	4%	-19%	-6%	?	-15%	.	4%	1%	5	0%	3%
N#Cc1ccsc1NC(=O)CSc1ncn[nH]1	19%	27%	3%	7%	22%	4%	11%	-1%	-2	-1%	-8%
COc1c(F)c(F)c(C(=O)Nc2ccc(N3CCN(Cc4ccccc4)CC3)cc2)c(F)c1F	5%	?	-7%	-22%	0%	-5%	-1%	-15%	?	2%	-1%
Cc1noc(C)c1C(=O)N(CC(=O)NC1CCCC1)Cc1ccccc1F	26%	2%	-6%	7%	-11%	-5%	-6%	-5%	-3	4%	-9%
C/C(=N\NC(=S)NCCc1ccccc1)c1ccc(Cl)cc1	-2%	?	-2%	3.2µM*	3.5µM*	.	-1%	-1%	.	3%	-5%
COc1cccc(CNC(=O)CCc2ccc(OC)c(OC)c2)c1	-8%	-7%	1%	11%	0%	-3%	-2%	-5%	-3	0%	.
COc1ccc(NC(=O)CCNS(=O)(=O)c2cccc3nsnc23)cc1OC	0%	13%	1%	3%	1%	?	-8%	0%	7	2%&0%	-9%
CCOc1ccc(NC2OCC(O)C(O)C2O)c([N+](=O)[O-])c1 (stereo unspecified)	11%	9%	-7%	4%	1%	?	-2%	-5%	21	-1%	-7%
CC(C)Cn1c(N)c(C(=O)CSc2ncccn2)c(=O)n(C)c1=O	.	-12%	-3%	.	.	.	-3%	2%	-2	1%	.
COc1cccc(C(=O)Nc2sc(C(C)C)cc2C(N)=O)c1OC	.	?	-3%	-7%	34%	-4%	?	-2%	-6	21µM*	0%
Cc1cc(C(=O)N/N=C/c2c[nH]c3ccccc23)c(C)o1	20%	?	1%	3%	-26%	-5%	-7%	0%	-2	19µM*	-14%
C/C(=N/O)c1ccc(Oc2cnccn2)cc1	15%	3%	4%	3%	-5%	-5%	20%	13%	-24	1%	14%
CCSc1nnc(-c2ccncc2)n1Cc1ccccc1	-13%	2%	3%	10%	-12%	-7%	1%	0%	-7	0%	-7%

A run of entries taken from the entries so far, for reference:
SMILES	Menin MLL FP TR	ELG1 repair inh	NPC1 promoter act	Gal4-VP16 FLuc	RORgamma inh	MBNL1 CUG block	Mito fusion act	Rab9 prom act	KCNH2 3.1 block	FLuc counter	PKM2 activator
CC(C)Cn1c(N)c(C(=O)CSc2ncccn2)c(=O)n(C)c1=O	.	-12%	-3%	.	.	.	-3%	2%	-2	1%	.
COc1cccc(C(=O)Nc2sc(C(C)C)cc2C(N)=O)c1OC	.	?	-3%	-7%	34%	-4%	?	-2%	-6	21µM*	0%
Cc1cc(C(=O)N/N=C/c2c[nH]c3ccccc23)c(C)o1	20%	?	1%	3%	-26%	-5%	-7%	0%	-2	19µM*	-14%
C/C(=N/O)c1ccc(Oc2cnccn2)cc1	15%	3%	4%	3%	-5%	-5%	20%	13%	-24	1%	14%
CCSc1nnc(-c2ccncc2)n1Cc1ccccc1	-13%	2%	3%	10%	-12%	-7%	1%	0%	-7	0%	-7%

Going on with the list:
SMILES	Menin MLL FP TR	ELG1 repair inh	NPC1 promoter act	Gal4-VP16 FLuc	RORgamma inh	MBNL1 CUG block	Mito fusion act	Rab9 prom act	KCNH2 3.1 block	FLuc counter	PKM2 activator
Cc1ccc(CNC(=O)c2sc3nc4c(c(C(F)(F)F)c3c2N)CCC4)cc1	-17%	-2%	3%	-9%	1%	-3%	-9%	-1%	6	-15%	2%
N=C1C(c2ccccc2)=C(O)CN1c1cccc2ccccc12	-15%	2%	1%	3%	7%	?	2%	-6%	9	-1%	-8%
COc1ccc(Cn2c(=O)c3c(nc(NCCO)n3C)n(C)c2=O)cc1	1%	-1%	-1%	-4%	8%	3%	1%	-8%	2	1%	11%
COc1ccc(S(=O)(=O)N2CCOCC2)cc1C(=O)Nc1ccc2c(c1)OCO2	?	-5%	-4%	-5%	13%	1%	-3%	0%	5	5%	1%
O=C1CN(c2nc3nonc3nc2N2CCCCC2)CCN1	13%	-1%	0%	-10%	-21%	13%	3%	14%	-10	1%	-10%
S=c1[nH]nc(COc2ccc3ccccc3c2)o1	?	?	0%	4µM*	?	-7%	-2%	24%	-3	?	20%
NS(=O)(=O)c1ccc(Cl)c(C(=O)Nc2ccccc2[N+](=O)[O-])c1	-8%	-5%	-4%	7%	4%	?	-2%	-5%	24	8%	2%
COc1cccc(C=O)c1OC(=O)N1CCOCC1	2%	-4%	1%	-2%	-13%	-3%	1%	-1%	0	-4%	.
O=C(Cc1ccccc1Cl)NC1(O)C(=O)c2ccccc2C1=O	.	3%	1%	-1%	30%	?	1%	-2%	-16	1%	3%
C/C(=N\NC(=O)c1ccccc1[N+](=O)[O-])c1ccc(Br)s1	?	-3%	-2%	-11%	19%	5%	-1%	-3%	7	1%	14%
Nn1c(SC/C=C/c2ccccc2)nnc1-c1ccccn1	-7%	2%	2%	-6%	-40%	8%	3%	10%	-2	-10%	1%
CCOc1ccc(C(=O)NCC(=O)NCC(c2cccs2)N2CCOCC2)cc1 (stereo unspecified)	.	6%	1%	.	.	.	0%	0%	0	3%	.
CCOC(=O)CNC(=O)c1sc(NC(=O)c2cccc(F)c2)nc1C	-7%	?	8%	0%	-2%	4%	1%	14%	-11	21µM*	-23%
O=C1OC(Nc2ccc(Br)cc2F)c2ccccc21 (stereo unspecified)	-1%	?	-4%	26%	5%	-4%	-3%	2%	3	-13%	-12%
CCCn1c(/N=C/c2ccc3c(c2)OCO3)nc2ccccc21	-2%	?	11%	-2%	-5%	-17%	4%	1%	5	4.8µM*	7%
O=c1c2ccccc2nc(CSc2nnnn2-c2ccccc2)n1-c1ccccc1	?	18%	-1%	4%	15%	-9%	-2%	-2%	-11	-1%	2%
N#C/C(=C\c1ccc(Oc2ccc(C(F)(F)F)cc2[N+](=O)[O-])cc1)c1nc2ccccc2[nH]1	?	?	0%	-24%	?	5%	-4%	-10%	-25	0%	-6%

Screening results: PubChem, National Center for Advancing Translational Sciences (NCATS)

A portion of the library (hit frequency here may not be typical).
